KCNQ1 block: inhibitors of human KCNQ1 channel, primary screen, cell-based, thallium flux, high-throughput | Potassium voltage-gated channel subfamily KQT member 1 (Homo sapiens), P51787 | AID 2642, 2010 | hit rate 1.3% among 310,000 | B-score at 10 µM | CHO-K1 KCNQ1, FluxOR thallium flux fluorescence; hits give high values;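 active = compounds whose thallium flux B-score, printed positive for inhibition, exceeds three library SD while starting fluorescence stays within three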;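 also: channel opened by potassium depolarization with thallium stimulus after 20 min compound exposure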
KCNK3 inh: human KCNK3 channel inhibitors, primary screen, CHO cells, FluxOR thallium flux, B-score; B-score at 10 µM; FluxOR fluorescence; hits give low values; Potassium channel subfamily K member 3 (Homo sapiens), O14649; hit rate 0.84% among 340,000; AID 602410, 2012;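 active = B-score under library mean minus 4 SD, starting fluorescence ratio at most library mean plus 5 SD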;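 also: more negative B-score means stronger inhibition of thallium flux through KCNK3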
hERG rescue: hERG rescue from dofetilide block, primary screen, cell-based, CHO-hERG, FluxOR thallium flux, dofetilide IC70 | dofetilide IC70 present | activation (rescue from dofetilide block), less the hit threshold, % at 10 µM | hit rate 0.51% among 310,000 | AID 1511, 2009;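 active = activation above the mean of controls blocked by dofetilide plus 5 SD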;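 also: thallium influx through hERG after potassium depolarization seen as dye fluorescence rise; in these data hits start at about 4.7%; inactives centre near -7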
MrgX1 PAM: positive allosteric modulators of MrgX1, primary screen, HEK293 cells, Fluo-4 calcium flux | FDSS; hits give high values | B-score at 10 µM | hit rate 0.63% among 310,000;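 active = plate-corrected calcium response at least 3 library SD above typical, normal starting fluorescence, not activating the receptor alone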;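 also: compound read alongside a low EC10 to EC30 dose of BAM8-22 agonist; peak minus trough fluorescence over baseline measured at the second addition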
ANO1 block: TMEM16A chloride channel inhibitors, primary screen, cell-based, HTS | HEK293 TMEM16A/YFP iodide influx fluorescence, ionomycin | normalized B-score (activity score, 25-100; higher = stronger inhibition) at 10 µM | hit rate 1.2% among 310,000 | AID 588511, 2011;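 active = ratio plate-corrected score three or more library SD toward inhibition, starting fluorescence score within five deviations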;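 also: score derived from kinetic fluorescence span divided by baseline fluorescence per well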
Target sequence (Q8BHY3 whole entry, looked up): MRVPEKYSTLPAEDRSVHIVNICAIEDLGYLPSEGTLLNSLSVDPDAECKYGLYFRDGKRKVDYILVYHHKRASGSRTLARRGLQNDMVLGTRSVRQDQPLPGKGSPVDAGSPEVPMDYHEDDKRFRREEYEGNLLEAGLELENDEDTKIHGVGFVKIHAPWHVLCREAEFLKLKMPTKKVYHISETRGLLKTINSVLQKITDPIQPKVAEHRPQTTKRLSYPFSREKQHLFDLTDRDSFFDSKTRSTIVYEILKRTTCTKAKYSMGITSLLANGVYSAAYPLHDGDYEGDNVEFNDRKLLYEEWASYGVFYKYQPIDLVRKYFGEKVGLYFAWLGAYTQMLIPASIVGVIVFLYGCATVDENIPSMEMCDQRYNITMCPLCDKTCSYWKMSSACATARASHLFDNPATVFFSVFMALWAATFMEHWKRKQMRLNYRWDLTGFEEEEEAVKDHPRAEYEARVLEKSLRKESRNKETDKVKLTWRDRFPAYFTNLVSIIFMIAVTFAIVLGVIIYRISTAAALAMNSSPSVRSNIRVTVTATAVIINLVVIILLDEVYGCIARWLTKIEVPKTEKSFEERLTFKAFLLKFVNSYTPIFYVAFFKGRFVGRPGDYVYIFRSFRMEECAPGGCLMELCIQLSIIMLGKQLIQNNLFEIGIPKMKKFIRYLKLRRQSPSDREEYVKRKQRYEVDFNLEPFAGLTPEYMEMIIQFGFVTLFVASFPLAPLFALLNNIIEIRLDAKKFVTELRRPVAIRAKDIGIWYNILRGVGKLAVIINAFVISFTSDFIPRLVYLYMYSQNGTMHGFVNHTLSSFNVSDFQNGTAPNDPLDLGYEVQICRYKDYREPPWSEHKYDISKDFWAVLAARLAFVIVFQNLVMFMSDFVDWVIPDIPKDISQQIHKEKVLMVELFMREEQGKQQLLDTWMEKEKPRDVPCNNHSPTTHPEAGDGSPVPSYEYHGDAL
KCNK9 block: KCNK9 potassium channel inhibitors, primary screen, HEK293 cells, thallium flux; hit rate 1.2% among 310,000; Potassium channel subfamily K member 9 (Homo sapiens), Q9NPC2; FluxOR thallium flux fluorescence; hits give low values; B-score at 10 µM;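 active = ratio B-score over 3 SD below the library mean, with starting fluorescence within 5 SD of its mean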;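 also: negative B-score means less thallium flux so channel inhibition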
KCNQ1 pot: potentiators or activators of KCNQ1 channel, primary screen, cell-based, thallium flux, high-throughput. B-score at 10 µM. AID 2648, 2010. Potassium voltage-gated channel subfamily KQT member 1 (Homo sapiens), P51787. CHO-K1 KCNQ1, thallium flux FluxOR fluorescence; hits give high values. hit rate 0.35% among 310,000;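 active = fluorescence ratio B-score, a plate-corrected score, at least three library SD, with initial intensity B-score within 5 SD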
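assay system = KCNQ1-transfected CHO-K1 cells | medium = assay buffer with matched DMSO | probe or stimulus = depolarizing K+/Tl+ stimulus, K2SO4 and Tl2SO4 each 12.5 mM in 5x stock | dosing = single dose | incubation = dye 90 min, compound 20 min, room temperature | detection = kinetic FluxOR fluorescence, 10 s baseline plus 110 s post-stimulus | evaluation = ratio B score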
MrgX1 agonist: agonists of human MrgX1 receptor, primary screen, HEK293 cells, Fluo-4 calcium flux | Mas-related G-protein coupled receptor member X1 (Homo sapiens), Q96LB2 | Fluo-4 calcium fluorescence, agonist mode; hits give high values | B-score at 10 µM | hit rate 0.44% among 310,000 | AID 588627, 2011;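 active = calcium response B-score plate-corrected fluorescence ratio at least 3 library SD, with starting fluorescence B-score inside 5 SD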
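System – MrgX1-expressing HEK293 cells · Incubation – cells plated overnight, dye loaded 0.5 h 37 °C, 0.5 h room temperature · Technique – kinetic Fluo-4 NW fluorescence of intracellular calcium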
RGS4 inh: RGS4 inhibitors, primary screen, cell-based, HEK293 M3R inducible RGS4, calcium flux; Fluo-4 calcium flux; hits give high values; triggered by carbachol at its EC20; B-score at 10 µM; Regulator of G-protein signaling 4 (Homo sapiens), P49798; hit rate 0.45% among 310,000;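 active = B-score, a plate-corrected calcium signal, over three deviations above library mean, with baseline fluorescence within five deviations of library mean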;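 also: RGS4 expression induced by doxycycline in cells with stable M3 receptor; B-score is computed from the integrated fluorescence ratio over baseline after carbachol; higher B-score means a larger calcium signal and so more RGS4 inhibition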
ANO1 activ: TMEM16A chloride channel activators or potentiators, primary screen, cell-based, HTS | Anoctamin-1 (Mus musculus), Q8BHY3 | HEK293 TMEM16A/YFP-H148Q/I152L, iodide quench fluorescence; hits give low values | B-score at 10 µM | hit rate 0.3% among 340,000 | AID 623877, 2012;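 active = fluorescence-ratio B-score plate-corrected deviation score at least 3 library SD below zero, with starting fluorescence score within 5 deviations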;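 also: channel opened by trigger with iodide after compound preincubation; score built on the fluorescence ratio of max minus min over baseline; more negative score means more quench and so TMEM16A activation or potentiation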
RGS4 pot: RGS4 potentiators or activators, primary screen, cell-based, HEK293 M3R inducible RGS4, calcium flux. carbachol calcium flux Fluo4; hits give low values. B-score at 10 µM. AID 463111, 2010. hit rate 0.92% among 310,000;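 active = B-score of the integrated calcium signal more than 4 SD below the library mean, with starting fluorescence not abnormally high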;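 also: negative B-score means reduced calcium response which marks RGS4 activation or potentiation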
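Assay system: HEK293 FlpIn-TREx cells, stable M3R, doxycycline-inducible RGS4 / Probe or stimulus: carbachol, ECmax concentration / Times: overnight RGS4 induction, 30 min dye load 37 °C, 20 min compound RT / Signal: kinetic calcium fluorescence imaging with Fluo4-AM dye, 2 µM / Measure: Agonist-evoked peak-minus-minimum fluorescence over baseline, integrated ratio, B score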
The depositor's hits bear a star; i = inactive; / = no result given.

compound	KCNQ1 block	KCNK3 inh	hERG rescue	MrgX1 PAM	ANO1 block	KCNK9 block	KCNQ1 pot	MrgX1 agonist	RGS4 inh	ANO1 activ	RGS4 pot
N=C1S/C(=C\c2ccccc2F)C(=O)N1c1ccc(F)cc1	i	i	-1	i	i	i	i	i	i	i	i
CN(Cc1cccs1)C(=O)Cn1cnc2cc([N+](=O)[O-])ccc2c1=O	i	i	-8	i	i	i	i	i	i	i	i
Cc1ccccc1Cc1n[nH]c(=S)n1N	i	i	-3	i	i	i	i	i	i	i	i
O=C(N/N=C/c1ccc(Cl)cc1)c1nc2ccc([N+](=O)[O-])cc2c(=O)[nH]1	i	i	-18	i	i	i	i	i	i	i	i
Cc1ccc(-n2[nH]c(C)c(/C=N/c3ccccn3)c2=O)cc1	i	i	-7	i	i	i	i	i	i	i	i
O=C(NC12CC3CC(CC(C3)C1)C2)c1ccc(-c2ccc(Cl)cc2)o1	i	i	-11	i	i	i	i	i	i	i	i
Cc1[nH]c2ccccc2c1-c1csc(NC(=O)CN2CCOCC2)n1	i	i	-18	i	i	i	i	i	i	i	i
O=C(NCC(c1cccnc1)N1CCN(c2ccccc2F)CC1)OCc1ccccc1 (centres undefined)	i	i	-17	i	i	i	i	i	i	i	i
O=C(O)/C=C\c1ccccc1Oc1ccc(F)cc1	i	i	-6	i	i	i	i	i	i	i	i
CCN(Cc1ccccc1)c1ccc(/C=N/NS(=O)(=O)c2ccc(C)c([N+](=O)[O-])c2)cc1	i	i	-7	i	i	i	i	i	i	i	i
Cc1ccc(S(=O)(=O)N(C)C)cc1NC(=O)CN1CCCC1	i	i	-2	i	i	i	i	i	i	i	i
CN(C)NC(=O)c1cccc(Cl)c1	i	i	-11	i	i	i	i	i	i	i	i
COC(=O)c1cc(N=C(N)N=C(N)N)cc(C(=O)OC)c1	i	i	-6	i	i	i	i	i	i	i	i
O=C(c1ccco1)N1CCN(S(=O)(=O)c2ccc3c(c2)CCN3C(=O)C2CC2)CC1	i	i	-10	i	i	i	i	i	i	i	i
C1=CC2=NC34CCCCC3CC3=C(CCCC3)N4C2=CC1=NC1CCCCC1 (centres undefined)	7*	i	-17	i	i	i	i	i	i	i	i
O=C(Nc1ccncc1)c1ccc(Cl)c(Cl)c1	i	i	-13	i	i	i	i	i	i	i	i
O=C(CSc1nnc(Cc2cc(=O)[nH]c(=O)[nH]2)n1-c1ccccc1)N1CCCC1	i	i	-14	i	i	i	i	i	i	i	i
Cc1nn(CCCC(=O)NCCc2ccc(Cl)cc2)c(=O)c2nn(-c3ccccc3)c(C)c12	i	i	-8	i	i	i	i	i	i	i	i
CCn1cc(C(=O)O)c(=O)c2cnc(N3CCN(C(=S)Nc4ccccc4Cl)CC3)nc21	i	i	-13	i	i	i	i	i	i	i	i
COc1cc(C(=O)OCC(=O)c2c[nH]c3ccccc23)ccc1OCC(=O)N1CCOCC1	i	i	-20	i	i	i	i	i	i	i	i
OC(CNCCc1ccc(Cl)cc1Cl)COc1ccccc1 (centres undefined)	i	i	-9	i	i	i	i	i	i	i	i
O=c1c2cccc(Cl)c2nc2n1Cc1ccccc1-2	i	i	-8	i	i	i	i	i	i	i	i
Cc1ccc(C(=O)NCCCN2CCOCC2)c(C)c1	i	i	-5	i	i	i	i	i	i	i	i
O=Cc1cccc(OC(=O)/C=C/c2ccco2)c1	i	i	-8	i	i	i	i	i	i	i	i
O=C(COC(=O)c1cc(-c2cccc3ccccc23)nc2ccccc12)NC1CCS(=O)(=O)C1 (centres undefined)	i	i	-16	i	i	i	i	i	i	i	i
O=C(COC(=O)/C=C/c1cnc2ccccc2n1)NCC(F)(F)F	i	i	-4	i	i	i	i	i	i	i	i
CCOC(=O)COc1cc2oc(=O)cc(C)c2cc1[N+](=O)[O-]	i	i	-16	i	i	i	i	i	i	i	i
Cc1cc(C)nc(SCc2nnc(SCC(N)=O)n2Cc2ccco2)n1	i	i	-11	i	i	i	i	i	i	i	i
Cc1cc(NC(=O)c2cc(F)c(F)cc2Cl)no1	i	i	-2	i	i	i	i	i	i	i	i
Cc1cccc2sc(N(CCCN(C)C)C(=O)COc3ccc(Cl)cc3)nc12	i	i	-27	i	i	i	i	i	i	i	i
CCc1cccc(CC)c1NC(=O)c1cccc(NC(=O)c2ccccc2)c1	i	i	-6	i	i	-8.6*	i	i	i	i	i
C=CCNC(=S)NNC(=O)c1csc(C)c1C	i	i	-8	i	i	i	i	i	i	i	i
CN(C)CCNC(=O)C(=O)NCC(c1ccc2c(c1)OCO2)N1CCN(c2ccc(F)cc2)CC1 (centres undefined)	i	i	-4	i	i	i	i	i	i	i	i
Fc1ccc2c(c1)/C(=N/Nc1ccccn1)CCS2	i	i	-4	i	i	i	i	i	12*	i	i
CCOC(=O)CCC(NC(=O)CCCCC(=O)NC(CCC(=O)OCC)C(=O)OCC)C(=O)OCC (centres undefined)	i	i	-6	i	i	i	i	i	i	i	i
SC(COCc1ccccc1)CN1CCN(Cc2ccc3c(c2)OCO3)CC1 (centres undefined)	i	i	-13	i	i	i	i	i	i	i	i
CN(C)c1ccc(C2/C(=C(/O)c3ccccc3)C(=O)C(=O)N2CCCC(=O)O)cc1 (centres undefined)	i	i	-12	i	i	i	i	i	i	i	i
Nc1nc(N)nc(-c2cc(C(F)(F)F)ccc2Cl)n1	/	i	/	i	i	/	/	i	/	i	/
Cc1cc(N2C(=O)C(O)=C(C(=O)c3ccco3)C2c2ccc([N+](=O)[O-])cc2)no1 (centres undefined)	i	i	-8	i	i	i	i	i	i	i	i
BrC(=C\c1ccccc1)/C=N/Nc1nc2ccccc2[nH]1	i	i	-3	i	i	i	i	i	i	i	i
COc1ccc(C2c3ccc4ccccc4c3Oc3ncn(CCO)c(=N)c32)cc1OC (centres undefined)	i	i	-10	i	i	i	i	i	i	i	i
Cc1[nH]n(-c2ccccc2)c(=O)c1C=Nc1cnc2ccccc2c1	i	i	-6	i	i	i	i	i	i	i	i
CC(C)C[C@@]12C(=O)N(c3cccc(F)c3)C(=O)N1[C@H](c1ccc(F)cc1)[C@@H]1C(=O)N(C3CCCCC3)C(=O)[C@@H]12	i	i	-5	i	i	i	i	i	i	i	i
OC(CNCc1cccnc1)COc1ccc2ccccc2c1 (centres undefined)	i	i	-6	i	i	i	i	i	i	i	i
O=S(N1CCc2ccccc21)C12CC3CC(CC(C3)C1)C2 (centres undefined)	i	i	-9	i	i	i	i	i	i	i	i
COc1ccc(NCc2cc(=O)oc3cc(NC(C)=O)ccc23)cc1	i	i	-5	i	i	i	i	i	i	i	i
COc1ccc(CC(=O)NC(C)c2nnc(SCc3nc4ccccc4c(=O)[nH]3)n2C)cc1 (centres undefined)	i	i	-9	i	i	i	i	i	i	i	i
Cc1cc2oc(=O)cc(Cn3ccnc3)c2cc1C	i	i	-9	i	i	i	i	i	i	i	i
Cc1cc(C)c(C)c(S(=O)(=O)NCc2cccnc2)c1C	i	i	-8	i	i	i	i	i	i	i	i
CC(C)(C)NC(=O)CN(C(=O)Cn1nnc(-c2ccccc2F)n1)c1cccc2c1CCCC2	i	i	-19	i	i	i	i	i	i	i	i

New compounds follow
compound	KCNQ1 block	KCNK3 inh	hERG rescue	MrgX1 PAM	ANO1 block	KCNK9 block	KCNQ1 pot	MrgX1 agonist	RGS4 inh	ANO1 activ	RGS4 pot
O=S(=O)(c1ccc2c(c1)OCCO2)N1CCC(c2nc3ccc(Cl)cc3[nH]2)CC1	i	i	-16	i	i	i	i	i	i	i	i
S=c1[nH]nc(C2COc3ccccc3O2)o1 (centres undefined)	i	i	-1	i	i	i	i	i	i	i	i
Cc1ccc(NC(=S)NCc2ccc(S(N)(=O)=O)cc2)c(C)c1	i	i	-12	i	i	i	i	i	i	i	i
COc1ccc(OC)c(Nc2cc(C)c3ccccc3n2)c1	i	i	-13	i	i	i	i	i	i	i	i
Cc1c(C(=O)O)cccc1-c1ccc(/C=C2/NC(=O)N(c3ccccc3)C2=O)o1	i	i	-20	i	i	i	i	i	i	i	i
CNC(=O)C1CCN(S(=O)(=O)c2c(C)noc2/C=C/c2ccccc2F)CC1	i	i	-6	i	i	i	i	i	i	i	i
CCCc1cc(-n2ccnc2C)n2c(nc3ccccc32)c1C#N	i	i	-8	i	i	i	i	i	i	i	i
O=C(Nc1ccc2c(c1)OCO2)C1CC(c2ccc(Cl)cc2)=NO1 (centres undefined)	i	i	-6	i	100*	i	i	i	i	i	i
O=C(NNC(=O)c1ccco1)c1csc(N2CCOCC2)n1	i	i	-11	i	i	i	i	i	i	i	i
O=C(NC1CC2CCCC(C1)N2CC(=O)N1CCCc2ccccc21)C1CCCCC1 (centres undefined)	i	i	-4	i	i	i	i	i	i	i	i
Cc1onc(-c2ccccc2Cl)c1C(=O)Nc1ccc(Br)cc1	i	i	-7	i	i	i	i	i	i	i	i
COc1ccc(-n2c(=O)c3ccccc3n(CC(=O)NC3CCCCC3)c2=O)cc1	i	i	-8	i	i	i	i	i	i	i	i
CCOCCCNC(=O)/C=C1\Sc2ccccc2N(Cc2ccccc2F)C1=O	i	i	-11	i	i	i	i	i	i	i	i
C[C@@H]1CC[C@H]2C(=O)N3[C@@H](CC[C@@H](C)[C@@H]3c3ccc(Br)cc3)C(=O)N2[C@H]1c1ccc(Br)cc1	i	i	-1	i	i	i	i	i	i	i	i

From PubChem BioAssay
